Compound activity from PubChem.
sdo1 growth: compounds rescuing growth of sdo1-depleted yeast, bone marrow failure model; S. cerevisiae sdo1-depleted JHY4D growth rescue, OD600 30 h; stronger effect = higher value; pdr5 snq2 efflux-pump mutant strain; z-score at 10 µM; hit rate 0.21% among 140,000;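 active = z-score above 3 at both the 24 hr and the 30 hr optical density reads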;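 note: z-score against mean and SD of all compound wells on the same plate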
INS promoter inh: TRM-6 insulin promoter activity inhibition. TRM-6 cells (human fetal islet line), insulin promoter-eGFP reporter, imaging; reporter expression induced with tamoxifen. inhibition, % at 2 µM. hit rate 0.9% among 130,000. AID 1273;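 active = inhibition above the mean plus 3 SD, with well images judged a real hit on visual review, cut at about 60% in these data, passing the limit was not always enough; inconclusive = inhibition over the cutoff but images rejected on review; inactive = inhibition not above the cutoff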
sdo1 growth Rescue 24 h: further read-out of sdo1 growth, marked with its call; z-score; S. cerevisiae sdo1-depleted JHY4D growth rescue, OD600; measured here: growth rescue at 24 h;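 0 is the plate mean of compound wells and units are plate SD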
Starred values were filed as active, the others as inactive; ? = inconclusive; / = not tested or not shown; [ ] = another dose, or the depositor's remark. Rows are unselected; 0.92% or so of the library scored in one or more.

SMILES | sdo1 growth | sdo1 growth Rescue 24 h | INS promoter inh
Nc1ccccc1N1CCN(C(=O)c2ccccc2)CC1 | 0.61 | 0.53 | 38
CC(CCc1ccccc1)NC(=O)COC(=O)C1CCC(C(C)(C)C)CC1 (configuration not stated) | -0.27 | -0.21 | /
COc1ccc(OC)c(NS(=O)(=O)c2ccc(N3CCCC3=O)cc2)c1 | 0.79 | 0.45 | /
O=C1C=C(N2CCCCC2)C2(CCCCC2)O1 | / | / | 50
CCOC(=O)c1c(NC(=O)Cn2nc(C(F)(F)F)cc2C)sc2c1CCC2 | -0.06 | -0.07 | /
CC(CN1CCCCC1)OC(=O)C(C)(c1ccccc1)c1ccccc1 (configuration not stated) | -0.43 | -0.4 | -8
C=CCN=c1scc(-c2ccc3c(c2)NC(=O)CO3)n1/N=C(\C)c1ccccn1 | / | / | -8
Cc1cc(C)cc(NC(=O)Cn2cnc3c(nnn3Cc3ccc(F)cc3)c2=O)c1 | / | / | -53
O=C(COC(=O)C1COc2ccccc2O1)Nc1ccc2c(c1)CCC2 (configuration not stated) | -0.01 | 0.11 | 25
COc1ccc(C(NC(=O)CC(C)C)NC(=O)CC(C)C)cc1OC | 0.09 | 0.19 | -30
O=C(Nc1ccc(SC(F)F)cc1)c1ccc(F)cc1 | / | / | -22
O=c1c2c(nc3c(-c4ccccc4)c[nH]n13)CCC2 | 0.38 | 0.41 | 54
CCOC(=O)c1cn(CC)c2ccc(S(=O)(=O)N3CC(C)CC(C)C3)cc2c1=O (configuration not stated) | 0.11[8.5 µM] | -0.15 | 67
Cc1ccc(N(CC(=O)Nc2ccc(F)c(Cl)c2)S(=O)(=O)c2c(C)noc2C)cc1 | -1.7 | -1.1 | /
CC(NC(=O)OCc1ccccc1)C(=O)NCC(=O)NC(Cc1ccc(OC(C)(C)C)cc1)C(=O)OC(C)(C)C (configuration not stated) | 0.5 | -0.16 | -7
CCOC(=O)N1CCN(C(=O)C2CCN(Cc3nc(-c4ccccc4C)oc3C)CC2)CC1 | 0.57 | 0.34 | /
CCc1ccc(Nc2nnc(SCC(=O)N(C)CC(=O)Nc3ccccc3CC)s2)cc1 | -0.46 | -0.53 | 27
Cc1ccnc(NS(=O)(=O)c2ccc(NC(=O)C34CC5CC(C)(CC(C)(C5)C3)C4)cc2)n1 | -0.26 | -1.1 | 35
COc1cccc(-c2nnc3n2N=C(C(C)(C)C)CS3)c1 | 0.41 | 0.92 | /
Cc1ccc(C(NC(=O)N2CCOCC2)C(Cl)(Cl)Cl)cc1F (configuration not stated) | -0.24 | -1.3 | /
CCOC(=O)Cc1csc(NS(=O)(=O)c2ccccc2)n1 | 0.39 | -0.54 | -5
CC(NC(=O)c1ccccc1)C(=O)OCC(=O)N1c2ccccc2Sc2ccccc21 (configuration not stated) | -0.15 | 0.32 | -7
COCCCNCCOc1ccc(C(C)(C)c2ccccc2)cc1 | -0.94 | -0.12 | 19
CCN(CC)C(=O)Nc1cnc2ccccc2c1 | 0.26 | -0.42 | -33
COc1ccc(C(=O)C(c2ccccc2)N2CCOCC2)cc1 (configuration not stated) | 0 | -0.5 | 29
Cc1ccc(NC(=O)C2=C(O)c3ccccc3N(C)S2(=O)=O)cc1 | 0.09 | -0.55 | /
Cc1ccc(-n2c(O)c(/C=C3/C(c4ccccc4)=Nc4ccccc43)c(=O)[nH]c2=O)cc1 | -0.22 | -0.39 | /
CC1(C)NC(=O)N(CCCCOc2ccc3ccccc3c2Cl)C1=O | -1.5 | -1.6 | /
CCOc1ccc(S(=O)(=O)N(C)CCO)cc1-c1nc2c(C(C)(C)C)nn(C)c2c(=O)[nH]1 | 0.47 | 0.57 | 24
COC(=O)[C@H](C)NC(=O)Nc1ccc(OC(F)(F)F)cc1 | 1.4 | 1.8 | 47
CC(=O)Nc1ccc(C(O)(C(F)(F)F)C(F)(F)F)cc1 | / | / | -57
O=C(N/N=C(\c1ccccc1)c1cccnc1)C(O)(c1ccccc1)c1ccccc1 | -0.69 | -0.82 | 20
CN(NS(=O)(=O)c1ccc(F)cc1)c1ncc(C(F)(F)F)cc1Cl | / | / | -21
CN(C)c1ccc(/C=N/NC(=O)c2sccc2-n2cccc2)cc1 | / | / | -73
O=c1[nH][nH]c(C(F)(F)F)c1C=Nc1cccc(Cl)c1 | 0.47 | 0.31 | /
COc1ccc(S(=O)(=O)c2nnn(-c3ccccc3Cl)c2N)cc1 | / | / | 73*
O=C(NC(NC(=S)Nc1ccc(Cl)cc1Cl)C(Cl)(Cl)Cl)c1cccc([N+](=O)[O-])c1 (configuration not stated) | -0.39 | -0.45 | 10
CCC(c1nnnn1Cc1ccccc1)N(Cc1ccco1)Cc1cc2cc(OC)ccc2[nH]c1=O (configuration not stated) | -1.3 | -1.2 | /
COc1cc(/C=N/NC(=O)CC23CC4CC(CC(C4)C2)C3)cc(Br)c1OCC(=O)N(C)C | -0.25 | -0.26 | 15
CC(C)[C@H](NC(=O)c1ccc(C(C)(C)C)cc1)C(=O)Nc1nnc(C2CC2)s1 | -1.3 | -1.6 | 5

Structures listed above that bear a hit mark in INS promoter inh.
SMILES | sdo1 growth | sdo1 growth Rescue 24 h | INS promoter inh
COc1ccc(S(=O)(=O)c2nnn(-c3ccccc3Cl)c2N)cc1 | / | / | 73*

Back to the main list; the 3 compounds before the break are reprinted first.
SMILES | sdo1 growth | sdo1 growth Rescue 24 h | INS promoter inh
CCC(c1nnnn1Cc1ccccc1)N(Cc1ccco1)Cc1cc2cc(OC)ccc2[nH]c1=O (configuration not stated) | -1.3 | -1.2 | /
COc1cc(/C=N/NC(=O)CC23CC4CC(CC(C4)C2)C3)cc(Br)c1OCC(=O)N(C)C | -0.25 | -0.26 | 15
CC(C)[C@H](NC(=O)c1ccc(C(C)(C)C)cc1)C(=O)Nc1nnc(C2CC2)s1 | -1.3 | -1.6 | 5
O=C(Nc1ncc(Cc2cccc(Cl)c2)s1)C1CCCO1 (configuration not stated) | 0.49 | 0.91 | -15
OC(Cn1cncn1)c1ccc(Cl)cc1 (configuration not stated) | 1.1 | -0.04 | 47
O=C(c1ccco1)N1CCCN(C(=O)c2ccco2)CC1 | 0.34 | 0.14 | 41
O=C(CN1CCN(Cc2ccccc2F)C1=O)NCc1ccco1 | 0.14 | 0.07 | -26
COc1ccc(N(C)C(=O)c2cnc(N3CCN(c4ncccn4)CC3)c3ccccc23)cc1 | -0.07 | 0.31 | -30
COc1ccccc1-c1nnc(SCC(=O)c2ccc(C3CCCCC3)cc2)n1Cc1ccco1 | -1.4 | -0.56 | 69
O=C(c1ccco1)N1CCN(CC(O)Cn2c3ccccc3c3ccccc32)CC1 (configuration not stated) | -0.89 | -0.82 | 6
O=C(O)CSc1nnc(Cn2cnc3ccccc32)n1CCc1ccccc1 | 1.3 | 1.6 | -6
CCCc1cc(-c2n[nH]c(=S)n2CC)cs1 | / | / | ?
Cc1cc(Cl)ccc1OCC(=O)NN1C(=O)C2C3C=CC(C3)C2C1=O (configuration not stated) | / | / | -25
O=C(COC(=O)c1ccco1)Nc1cccc(Br)c1 | -0.39 | -0.13 | /
COCCN1C=C(C(=O)OC)C(c2cc(Br)c(OC)c(OC)c2)C(C(=O)OC)=C1 | -1.4 | -1.9 | -69
Cc1ccnn2cc3c(=O)n(C)c(=O)n(C)c3c12 | -0.01 | 0.09 | 7
CCn1c(=O)c([N+](=O)[O-])c(NCC(O)c2ccccc2)c2ccccc21 (configuration not stated) | 0.13 | -0.8 | -13
Cc1nc(NC(C)C(=O)O)c2nc(C)oc2n1 (configuration not stated) | 0.36 | -0.38 | -18
O=C(C/C=N/OCc1ccc(F)cc1Cl)c1cnc(-c2ccccc2)s1 | -0.16 | 0.48 | -4
Cc1c(Cl)c([N+](=O)[O-])nn1CC(=O)NC12CC3CC(CC(C3)C1)C2 | -0.95 | -0.71 | -4
COCCN1C(=O)C(CC(=O)Nc2ccc(C(=O)O)cc2)SC1=Nc1ccccc1 (configuration not stated) | 0.08 | -1.1 | -23
NNC(=O)c1cc2c(N3CCC(Cc4ccccc4)CC3)ncnc2s1 | / | / | -33
Cc1cc(C)c(NC(=O)c2sc3nc4c(cc3c2N)C(=O)CC(C)(C)C4)c(C)c1 | -0.78 | -0.49 | 43
O=C(Nn1c(=O)[nH]c2ccsc2c1=O)c1ccccc1 | 0.66 | -0.43 | -3
Cc1ccc(CN2CCN(C(=O)CCN3C(=O)c4ccccc4C3=O)CC2)cc1 | 0.73 | 1.1 | -45
C=CCNc1ncnc2c1[nH]c1ccc(Cl)cc12 | 0.87 | 0.7 | 93*
CCS(=O)(=O)N1CCN(c2ccc(Cl)cc2[N+](=O)[O-])CC1 | 0.44 | 0.47 | 10
CCOc1ccc(CN2CCN(C(=O)c3cccc(F)c3)CC2)cc1 | 0.36 | -0.02 | -33
COc1cccc(NC(=O)CSCC(=O)O)c1 | 0.79 | 0.22 | 50
Cc1cccn2cc(CCNC(=O)c3ccc(Br)o3)nc12 | 0.57 | 0.64 | /
COC(=O)c1ccccc1S(=O)(=O)C(C)(C)C | 1 | 0.51 | 62
O=C(Cn1nc(-c2ccc(Cl)cc2)c2ccccc2c1=O)Nc1cccnc1 | -0.17 | 0.07 | 13
COc1ccc(NC(=O)c2cccnc2NCCc2ccccc2)cc1 | -1.1 | -1.1 | /
O=C1c2ccccc2C(O)(c2ncc[nH]2)N1CCc1ccccc1 (configuration not stated) | 0.91 | 1.4 | -29
COc1cc(NC(=O)c2nnn(Cc3ccc(SC)cc3)c2N)cc(OC)c1 | 0.46 | 1.4 | /
COC(=O)N1[C@H](C)C=C[C@]1(Cc1ccccc1)C(=O)O | 0.65 | 0.86 | -5
COc1ccccc1NC(=O)CN1C(=O)NC(CC(C)C)C1=O (configuration not stated) | 0.28 | 0.26 | /
CCN(CC)S(=O)(=O)c1cccc(-c2nnc(SCc3ncc(-c4ccccc4)o3)n2C)c1 | 1.1 | 0.99 | /
Cc1cc(C)n(C(=O)CNC(=O)C2COc3ccccc3O2)n1 (configuration not stated) | 0.18 | 0.34 | 0
CC1(C)CC(O)(CCNCc2ccc3c(c2)OCO3)CCO1 (configuration not stated) | 0.74 | -0.02 | -16
O=C(C1CCN(S(=O)(=O)c2cccc3cccnc23)CC1)N1CCN(C2CCCCC2)CC1 | 1.7 | 1.8 | 29
COC(=O)c1ccc(NC2(C#N)C(=O)Nc3ccccc32)cc1 (configuration not stated) | 1.1 | 1 | -19
NC(=O)c1c(NC(=O)CSc2nnc(-c3ccco3)n2N)sc2c1CCCC2 | -0.79 | -1.4 | 20

Random excerpt: 3 compounds from above
SMILES | sdo1 growth | sdo1 growth Rescue 24 h | INS promoter inh
COC(=O)c1ccccc1S(=O)(=O)C(C)(C)C | 1 | 0.51 | 62
CCOc1ccc(CN2CCN(C(=O)c3cccc(F)c3)CC2)cc1 | 0.36 | -0.02 | -33
COc1cc(NC(=O)c2nnn(Cc3ccc(SC)cc3)c2N)cc(OC)c1 | 0.46 | 1.4 | /

Additional compounds:
SMILES | sdo1 growth | sdo1 growth Rescue 24 h | INS promoter inh
COCCn1c(SCc2ccccc2F)nc2ccccc2c1=O | / | / | 9
Cn1nnc(NC(=O)c2ccccc2)n1 | 1.8 | 2.1 | -256
CCCC1CCC(c2ccc(C(=O)NN)cc2)CC1 (configuration not stated) | -1.7 | -1.1 | 57
O=C(CCc1ccc(S(=O)(=O)NCc2ccccc2)cc1)N1CCN(Cc2ccc3c(c2)OCO3)CC1 | 0 | -0.67 | 0
CCCn1c(-c2cccs2)nc2nc3ccccc3nc21 | -1.3 | -0.27 | 26
O=C(COc1ccc(Cl)cc1)NCCSc1ccccc1 | -0.6 | -0.53 | 20
COC1(OC)N=C(N)C2(C#N)C(c3cccc(Oc4ccccc4)c3)C12C#N (configuration not stated) | -0.05 | -0.12 | /
COc1ccc(N(C(=O)C(C)C)S(=O)(=O)c2ccc3c(c2)n(C)c(=O)n3C)cc1 | -0.01 | -0.65 | -253
CCCCNS(=O)(=O)c1ccc2nc(SCC(=O)Nc3sccc3C#N)[nH]c2c1 | 1 | 0.86 | 39
CC(Oc1ccccc1)C(=O)Nc1nc2c(s1)C(=O)CC(C)(C)C2 (configuration not stated) | -0.87 | -0.71 | -5
COc1ccc(-c2nn(C)c(=O)c3ccccc23)cc1CNC(=O)CN1CCOCC1 | / | / | -98
Cc1ccc2nc(Cl)c3cc(C(=O)NCCCN4CCCC4)sc3c2c1 | / | / | -86
COC(=O)c1ccc(NC(=O)CSc2n[nH]c(-c3ccncc3)n2)cc1 | 0.58 | 0.81 | 26
CN(C)c1ccc(/C=N/n2ncc3ccccc32)cc1 | -0.76 | -1.1 | 26
COc1ccccc1N1CCN(C(=O)Cn2nc(C(F)(F)F)c3c2CCC3)CC1 | 0.51 | 0.47 | -11
COc1ccc(-c2nc3c4ccccc4[nH]c(=O)n3n2)cc1 | -1.4 | 0.13 | -6
CC(=O)N(Cc1cccs1)C1CCOC(C)(C)C1 (configuration not stated) | 0.43 | 0.01 | -17
CC(C)[C@H](NC(=O)NC1CCCc2ccccc21)C(=O)O (some centres not stated) | -0.04 | 0.12 | /

Three compounds out of the list, arranged by heavy-atom count, low to high.
SMILES | sdo1 growth | sdo1 growth Rescue 24 h | INS promoter inh
CC1(C)CC(O)(CCNCc2ccc3c(c2)OCO3)CCO1 (configuration not stated) | 0.74 | -0.02 | -16
COCCn1c(SCc2ccccc2F)nc2ccccc2c1=O | / | / | 9
O=C(Cn1nc(-c2ccc(Cl)cc2)c2ccccc2c1=O)Nc1cccnc1 | -0.17 | 0.07 | 13
